Screening results (PubChem BioAssay)
ATXN viability: reduces viability in counter-screen for ATXN expression inhibitors; S2 cells (HEK-293 line with an ATXN2-luciferase reporter) viability, CellTiter-Fluor protease fluorescence, 24 h; Potency, µM (top dose mostly 56.7 µM), hits mostly cytotoxic; actives 0.49% (n = 400,000); also: potency is read from the fitted curve at half-maximal effect; nearly all actives have a fitted effect of over 40% in size
MCF10A rerep: DNA re-replication induction in MCF 10a cells. MCF 10A DNA re-replication, Hoechst nuclear intensity, 48 h. Potency, µM (doses to about 46.1 µM), for the others: top-dose activity, positive = re-replication, actives largely listed as activators. actives 2.9% (n = 350,000). AID 624296; also: potency is read from the fitted curve at half-maximal effect; % of control where 0% means no effect; nearly all actives have a fitted effect of over 50% in size
Nrf2 ARE act: activators of Nrf2 (ARE) signaling | AREc32 ARE-luciferase reporter (MCF7-derived line), luminescence, 24 h | Potency, µM (highest dose often 46.1 µM), without a hit: top-dose activation, most hits filed as activators | actives 0.31% (n = 410,000); also: potency is read from the fitted curve at half-maximal effect; % of control where 0% means no effect; nearly all actives have a fitted effect of over 65% in size
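Luciferase luminescence (Steady-Glo, 30 min at room temperature) served as the read-out of ARE activation in AREc32 cells treated with compounds for 24 hr at 37 deg C.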
TGFb inhibitor: blocks TGF-b signaling | HepG2 CAGA-GFP TGF-b/SMAD3 reporter, GFP fluorescence, 18 h; TGF-beta stimulated, 500 pg/mL final | Potency, µM (series often up to 46.1 µM), without a hit: at the highest dose activity, negative = inhibition, actives largely listed as inhibitors | actives 1.2% (n = 410,000); also: potency is read from the fitted curve at half-maximal effect; % is scaled to controls: 0 for no effect and ±100 for the full control effect; nearly all actives have a fitted effect of over 65% in size
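Inhibition of TGF-beta-driven CAGA-GFP reporter expression in HEPG2 cells is measured by cellular GFP fluorescence after 18 h stimulation with 500 pg/mL recombinant TGF-beta in 1% FBS medium at 37 degrees C.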
ATXN2 expr inh: ATXN2 expression inhibition; AID 1745845; HEK-293 ATXN2-luciferase reporter, luminescence, 24 h; actives 0.72% (n = 360,000); Potency, µM (doses to about 57 µM), without a hit: at the top dose activity change, negative = inhibition, usual class: inhibitors; also: potency is read from the fitted curve at half-maximal effect; % is scaled to controls: 0 for no effect and ±100 for the full control effect; nearly all actives have a fitted effect of over 55% in size
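qHTS (up to 57 uM final) was run with 24 h compound exposure of reporter cells at 37 °C. Each well was multiplexed: SteadyGlo luminescence measured ATXN2-luciferase expression after a fluorogenic Gly-Phe-AFC viability readout (25 uM final).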
IL1B secr inh: inhibitors of inflammasome signaling (IL-1 beta secretion). THP-1 LPS/ATP IL-1B secretion, AlphaLISA, 16 h; hits give low values. activity change, % at 57.5 µM. actives 4.7% (n = 360,000). AID 743279; in the data active = activity change below about -50%; inconclusive = mostly about -30% to -49%; also: % is scaled to controls: 0 for no effect and ±100 for the full control effect
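THP-1 cells pretreated 1 hr with compounds (up to 57.5 uM final), then stimulated with LPS (250 ng/mL final) plus ATP (1.25 mM final); secreted IL-1B measured by AlphaLISA after 16 hr, decreased signal indicating inhibition.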
A549 tox: kills or reduces viability of A549 cells in Nrf2 counter-screen. actives 0.16% (n = 390,000). Potency, µM (top dose mostly 46 µM), inactives show at the highest dose activity change, negative = cytotoxicity, usual class: inhibitors. A549 ARE-Fluc cells, CellTiter-Fluor viability, 18-24 h; also: potency is read from the fitted curve at half-maximal effect; % is scaled to controls: 0 for no effect and ±100 for the full control effect
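A549 ARE-Fluc cells in 5% FBS OPTI-MEM, 5000 cells/well, rested 2 h then exposed to compounds in concentration-response for 18-24 h at 37 °C. Viability by CellTiter-Fluor fluorescence (Ex 405/Em 525) after 30 min; luciferase luminescence (BugLite, 15 min, RT) read afterwards.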
HepG2 viability: counter-screen for TGF-b inhibitors: cytotoxicity in HepG2 cells | Potency, µM (titrated, usually from 46.1 µM), for inactives: at the top dose activity change, negative = cytotoxicity, hits mostly cytotoxic | AID 588856 | HepG2 CAGA-GFP viability, ATP luminescence, 18 h | actives 0.76% (n = 410,000); also: potency is read from the fitted curve at half-maximal effect; some results filed as inactive show a strong effect at the top dose
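HepG2 CAGA-GFP cells (1000/well, DMEM with 1% FBS) received compound, then TGF-beta at 500 pg/mL final, and were incubated 18 hours at 37 degrees C. Viability was read by CellTiter-Glo luminescence. Media-only wells were set as complete cell-killing and DMSO as no toxicity.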
Nrf2 inh: blocks Nrf2 signaling. A549 ARE-Fluc reporter, luciferase luminescence, 18-24 h. Potency, µM (highest dose often 46 µM), for inactives: at the top dose activity change, negative = inhibition, actives largely listed as inhibitors. actives 2.1% (n = 360,000). AID 504444; also: potency is read from the fitted curve at half-maximal effect; % is scaled to controls: 0 for no effect and ±100 for the full control effect; nearly all actives have a fitted effect of over 60% in size
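Nrf2 activity is the BugLite luminescence, read 15 min after reagent at room temperature, following CellTiter-Fluor cytotoxicity readout (30 min, 37C). Compound titrations were applied for 18-24 h to 5000 A549 ARE_Fluc cells/well in 5% FBS OPTI-MEM.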
The depositor's hits bear a star; i = inactive; ? = inconclusive; . = no result given; [ ] = dose if it differs, or a comment. Unless noted, calls follow the shape of the dose curve; as a rule, active = well fitted curve in the direction sought with a large enough effect; inconclusive = small, poorly fitted or top-dose-only effect, or another doubt; inactive = no such curve, though single readings can be large; an effect the other way counts as inactive or inconclusive.

SMILES	ATXN viability	MCF10A rerep	Nrf2 ARE act	TGFb inhibitor	ATXN2 expr inh	IL1B secr inh	A549 tox	HepG2 viability	Nrf2 inh
O=C(CSc1nnc(NC(=O)c2ccccc2[N+](=O)[O-])s1)NC1CCCC1	.	1%	8.3%	9%	18%	20	-2%	0%	6%
O=C(O)c1cccc2c1C(=O)c1ccc(-c3ccc(F)cc3OCc3ccccc3)cc1S2(=O)=O	i	-48%[inhibitor]	4.6%	0%	35%	38	7%	3%	?
Cc1ccc(CNC(=O)C2CCCN2C(=O)Nc2ccccc2)cc1 (stereo not given)	i	0.65µM*	-0.6%	-2%	-33%	-7	1%	-5%	5%
Cn1c(SCc2ccccc2F)nc2cccnc21	i	-3%	0.2%	-1%	0%	-5	-8%	0%	?
COc1cc(/C=N/Nc2ccc([N+](=O)[O-])cc2S(=O)(=O)N2CCOCC2)cc(OC)c1OC	.	24%	0.3%	7%	1%	26	-8%	0%	1%
C=CCn1c(C)cc(C(=O)COc2ccc(S(=O)(=O)N3CCCC3)cc2[N+](=O)[O-])c1C	i	?	11%	-11%	11%	0	3%	-15%	-8%
Cc1ccc(NS(=O)(=O)c2ccc3[nH]c(=O)c(=O)[nH]c3c2)cc1Cl	i	?	-0.2%	-2%	-8%	-9	-6%	1%	14%
Cc1ccc(-c2nnc(CCC(=O)N(C)Cc3nccs3)o2)s1	i	18%	4.1%	5%	41%	-8	-4%	9%	?
COc1ccccc1NC(=O)c1cc2c(s1)-c1ccccc1S(=O)(=O)C2	i	20%	-0.1%	-7%	-15%	-4	-6%	-6%	?
O=C(c1cc(-c2ccc(Cl)cc2)n[nH]1)N1CCN(S(=O)(=O)c2ccc(Br)s2)CC1	.	.	1.0%	0%	.	.	4%	-20%	-11%
Cc1ccc(NC(=O)CSc2ncn[nH]2)cc1S(=O)(=O)N1CCOCC1	i	-28%	-0.3%	4%	8%	1	2%	-6%	0%
COCc1[nH]nc2c1C(c1ccnc3ccccc13)C(C#N)=C(N)O2 (stereo not given)	i	?	-0.5%	-16%	8%	-25	3%[1.84 µM]	-7%	-9%
O=C(CSc1nc2ccccc2c(=O)n1-c1ccccc1)Nc1ccc2c(c1)CCC2	i	.	0.8%	2%	-7%	43	.	-10%	.
COc1ccccc1NC(=S)NNC(=O)c1cc(C)n(C)n1	i	4%	2.7%	0%	-2%	9	-3%	0%	7%
O=C(c1ccccc1)C1CCN(C(=O)c2c(F)cccc2F)CC1	i	0%	-1.2%	0%	-24%	?	-4%	-5%	10%
OCCN1CCN(CC(O)COCc2ccc3c(c2)OCO3)CC1 (stereo not given)	i	-2%	-0.1%	3%	3%	-10	3%	6%	.
CCOC(=O)c1c(CS(=O)(=O)c2ccccc2)n(C)c2cc(Br)c(O)cc12	i	?	5.1%	-24%	-2%	11	1%	-24%	14%
CC1(C)Cc2c(c(-c3ccco3)[nH]c(=O)c2C#N)CS1	i	1%	-0.4%	21%	3%	2	-8%	-19%	-11%
Cc1ccccc1Cn1c2ccccc2c2cnn(CC(=O)NC3CCCCCC3)c(=O)c21	i	.	-1.2%	-3%	-10%	.	11%	-1%	15%
COCC(=O)N(C)[C@H]1C[C@H]2c3cc(Oc4ccccc4C)ccc3CCN2C(=O)[C@H]1[C@H](C)O	i	-7%	-0.6%	12%	-8%	21	3%	-9%	0%
CC1CCC2(CC1)NC(=O)N(CC(=O)NCc1ccc(Cl)cc1)C2=O (stereo not given)	i	-1%	2.5%	3%	-7%	-6	?	13%	18%
O=c1c(S(=O)(=O)c2ccccc2)cn(Cc2ccc(F)cc2)c2cc(N3CCCCC3)c(F)cc12	.	.	0.0%	22%	.	.	1%	2%	-12%
C=CCOc1ccc(CNn2nnnc2N)cc1	?	2%	0.5%	-7%	1%	9	0%	37%	-5%
O=C(CSc1nnc(CNC(=O)c2c(F)cccc2Cl)o1)NC1CCCCC1	i	-3%	-0.3%	0%	6%	8	-4%	-5%	6%
NS(=O)(=O)c1ccc(NC(=S)NC2CCCCC2)cc1	i	3%	0.1%	0%	-7%	12	3%	-29%	-10%
CC(=O)c1cccc(NC(=O)Cn2c(=O)c(CNc3ccc(C)cc3)cc3cc4c(cc32)OCCO4)c1	i	.	7.4%	-4%	9%	.	0%	-10%	10%
O=C(c1cc2ccccc2oc1=O)N(Cc1cccs1)Cc1ccccc1Cl	i	11%	-0.1%	19%	4%	?	-6%	-7%	-11%
Fc1ccc(Br)cc1C1C=C(c2ccc(Br)cc2)Nc2nnnn21 (stereo not given)	.	.	6.1%	18%	-12%	.	22%	-14%	.
CC[C@H](C)[C@H](NC(N)=O)C(=O)NCCc1ccc(OC)cc1	i	-15%	-0.3%	-8%	-6%	4	-1%	4%	13%
COc1ccc(N=C2c3ccccc3-c3ccc([N+](=O)[O-])cc32)cc1	i	7%	2.5%	4%	-38%	-10	-8%	5%	-5%
Cc1ccc(C)c(N2CCN(S(=O)(=O)c3ccc4[nH]c5c(c4c3)CCCCC5)CC2)c1	i	.	-1.0%	-3%	-15%	.	3%	-14%	-16%
CN1N=C2c3ccccc3CCC2C1c1ccc(F)cc1 (stereo not given)	i	8%	8.3%	34%	77%[activator]	21	2%	-1%	?
COc1ccc(OC)c(NC(=O)c2ccc3c(c2)C(=O)N(CC2CCCO2)C3=O)c1 (stereo not given)	i	-28%	-0.1%	0%	-10%	0	1%	-4%	3%
COc1ccc(CN(CC(=O)NCCC(C)C)C(=O)CCC(=O)Nc2nccs2)cc1	i	-10%	-2.7%	-1%	2%	24	2%	4%	0%
Brc1ccc(-n2nc(-c3ccccc3)c3cnc4cc5c(cc4c32)OCO5)cc1	i	.	-0.9%	8%	1%	.	4%	3%	12%
CC1=CC(C)(C)NC(=S)N1c1ccccc1	i	?	-0.2%	-29%	1%	-23	4%	-14%	-15%
Fc1cccc(NC(=S)N2CCn3cccc3C2c2cccnc2)c1 (stereo not given)	i	2%	6.1%	-22%	.	-7	2%	10%	-16%
CC(C)(C)C(=O)NCCCNc1ccc([N+](=O)[O-])cc1	i	0%	0.5%	8%	22%	7	?	4%	?
FC(F)(F)c1nc(N2CCCC2)ncc1-c1nnnn1-c1ccccc1	?	16%	-0.1%	-10%	-18%	-19	?	-19%	?
COc1cccc(C(=O)NCC(=O)OCc2cc(=O)n3nc(C)sc3n2)c1	i	.	-0.3%	-1%	4%	.	4%	6%	?
Cc1ccc(-c2ccccc2[C@@H]2C[C@H]3CN(C)C(=O)[C@]34CCCN24)o1	i	-14%	0.4%	12%	?	-10	-1%	0%	?
C/C(=N/OCO/N=C(\C)c1ccc(F)cc1F)c1ccc(F)cc1F	i	0%	0.0%	4%	-3%	-7	6%	-1%	10%
COc1ccc(OC)c(S(=O)(=O)N(C)CC(=O)Nc2ccccc2OC)c1	i	-3%	-0.1%	8%	-4%	5	-15%	-1%	-12%
CN(C)CCCNC(=O)c1cccc(-c2ccc3nccn3c2)c1	i	.	-0.2%	6%	-2%	-2	.	-7%	.
CCCn1c(C)cc(C(=O)COc2ncnc3sccc23)c1C	i	-4%	3.1%	18%	3%	-5	2%	-14%	.
O=C(N/N=C\C=C\c1ccc2c(c1)OCO2)c1ccc(F)cc1	i	?	2.1%	8%	2%	-16	-7%	6%	?
CCCCOc1ccc(N(CC(=O)NCC2CCCO2)C(=O)CCC(=O)Nc2nccs2)cc1 (stereo not given)	i	19%	0.3%	5%	-6%	-14	-1%	-1%	-9%
CC(C)(C)c1ccc(S(=O)(=O)NC(=O)C2(C)CCN2C(=O)CC2CCCC2)cc1 (stereo not given)	i	.	0.2%	-7%	-4%	53	.	-3%	.
CCN1CCCC1CNc1ccc(S(C)(=O)=O)cc1[N+](=O)[O-] (stereo not given)	i	6%	0.9%	-17%	2%	13	-15%	-39%	4%
CC[C@@]1(c2ccccc2OC)C(=O)N(C(=O)OC)N1C(=O)OC	i	?	5.6%	?	13%	-87*	-9%	-9%	-24%
CC1CN(S(=O)(=O)c2ccc(C(=O)Nc3sccc3C(N)=O)cc2)CC(C)O1 (stereo not given)	i	?	-0.6%	5%	-30%	-6	4%	1%	?
Cc1sc(N=Nc2ccc(N(C)C)cc2)[n+]([O-])c1C	?	.	-3.0%	4%	.	-1	.	-9%	.
COc1ccc(OC)c2sc(N3CCN(C(=O)C(C)(C)C)CC3)nc12	i	.	4.7%	-12%	18%	.	-6%	1%	.
COc1cc(/C=C(\C#N)C(=O)Nc2ccc3c(c2)OCCO3)ccc1O	i	?	7.4%	61%[activator]	.	-3	11%	-15%	4%
CCn1nc(C(=O)N2CCN(Cc3ccc4c(c3)OCO4)CC2)c2ccccc2c1=O	i	-186%[0.0737 µM]	-0.4%	?	3%	39	4%	-2%	0%
CN(CC(=O)Nc1cccc(F)c1)C(=O)CCCc1cccs1	i	1%	-0.4%	?	-2%	3	2%	-18%	-3%
COc1ccc(CCNC(=O)CSC2=NS(=O)(=O)c3cc(Cl)ccc3N2)cc1OC	i	27%	-0.2%	3%	-2%	-17	9%	8%	13%

Reformatted bar-delimited: entries from further up.
Compound | ATXN viability | MCF10A rerep | Nrf2 ARE act | TGFb inhibitor | ATXN2 expr inh | IL1B secr inh | A549 tox | HepG2 viability | Nrf2 inh
CN(CC(=O)Nc1cccc(F)c1)C(=O)CCCc1cccs1 | i | 1% | -0.4% | ? | -2% | 3 | 2% | -18% | -3%
COc1ccc(CCNC(=O)CSC2=NS(=O)(=O)c3cc(Cl)ccc3N2)cc1OC | i | 27% | -0.2% | 3% | -2% | -17 | 9% | 8% | 13%
